# IDH1 mut inh: inhibitors of human IDH1 R132H; AID 624101; O75874; IDH1 R132H reductase, diaphorase/resazurin fluorescence, 60 min; inhibition, % at 10 µM; 70,000 compounds, 0.18% hits; in the data active = inhibition above about 34%;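 note: 0% = DMSO and 100% = no enzyme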
# EZH2 inh: EZH2 (human) methyltransferase inhibition; Q15910; PRC2 H3K27 methylation, DELFIA TRF, 1 h; inhibition, % at 12.5 µM; 57,000 compounds, 0.35% hits; AID 651548;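 active = mean inhibition of replicates at least 50% and every single replicate also reaching 50%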;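 note: dimethyl H3K27 on biotinylated H3 21-44 peptide detected by antibody; plate controls were median neutral control wells for no effect and median positive control wells for full effect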
# Target sequence (Q15910 whole entry, looked up): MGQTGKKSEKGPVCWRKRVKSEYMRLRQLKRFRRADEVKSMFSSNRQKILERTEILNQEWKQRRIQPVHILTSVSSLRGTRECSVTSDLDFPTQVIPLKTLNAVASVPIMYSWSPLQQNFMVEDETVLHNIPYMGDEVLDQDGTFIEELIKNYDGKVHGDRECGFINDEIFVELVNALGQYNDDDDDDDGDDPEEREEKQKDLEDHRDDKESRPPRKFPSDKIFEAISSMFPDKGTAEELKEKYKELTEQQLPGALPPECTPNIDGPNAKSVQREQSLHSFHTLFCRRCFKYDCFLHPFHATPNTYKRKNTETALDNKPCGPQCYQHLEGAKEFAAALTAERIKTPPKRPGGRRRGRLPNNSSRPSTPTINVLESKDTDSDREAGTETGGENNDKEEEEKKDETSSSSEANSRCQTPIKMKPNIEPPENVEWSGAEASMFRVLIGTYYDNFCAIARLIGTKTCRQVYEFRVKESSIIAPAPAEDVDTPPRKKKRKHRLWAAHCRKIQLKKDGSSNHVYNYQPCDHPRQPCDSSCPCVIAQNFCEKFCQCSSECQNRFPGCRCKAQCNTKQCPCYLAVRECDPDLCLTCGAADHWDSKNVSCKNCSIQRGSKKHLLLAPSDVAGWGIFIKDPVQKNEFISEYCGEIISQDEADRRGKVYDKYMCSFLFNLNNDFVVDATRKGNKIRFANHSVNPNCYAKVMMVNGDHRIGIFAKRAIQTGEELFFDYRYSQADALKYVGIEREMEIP
# * hit, by the source's call; nt = no result given; & = joins results of further samples. This is a subset (hit frequency here may not be typical).
SMILES,IDH1 mut inh,EZH2 inh
CCCNC(=O)Nc1ccc2c(c1)C(=O)N(C)C[C@H](OC)[C@@H](C)CN(Cc1ccncc1)[C@H](C)CO2,nt,-3.0
COCC#Cc1cnc2c(c1)C(=O)N([C@@H](C)CO)C[C@H](C)[C@@H](CN(C)C(=O)Nc1cc(F)ccc1F)O2,nt,10.0
COc1ccccc1CNC(=O)C[C@@H]1C[C@@H]2c3cc(NC(=O)NC4CCCC4)ccc3O[C@@H]2[C@H](CO)O1,0.0,-10.9
Cc1cc(C(=O)Nc2cccc3c2O[C@H](CN(C)Cc2ccc(-c4ccccc4)cc2)[C@H](C)CN([C@@H](C)CO)C3=O)n(C)n1,-0.2,13.3
C[C@H]1CN([C@@H](C)CO)C(=O)c2cc(Br)cnc2O[C@H]1CN(C)C(=O)c1ccccn1,-0.4,6.4&-2.0
CCCCCCCC/C=C/CCCCCCCC(=O)NC(CO)Cc1ccc(O)cc1 (stereo not given),-0.2,nt
C[C@@H]1CN([C@H](C)CO)S(=O)(=O)c2ccc(-c3ccccc3F)cc2O[C@H]1CN(C)Cc1cncnc1,1.8,-0.1
CCOc1ccc(-n2c(SCc3nc(-c4cccs4)no3)nnc2-c2ccncc2)cc1,1.3,16.5
COC(=O)C[C@H]1C=C[C@@H](NC(=O)Nc2ccc(C(F)(F)F)cc2)[C@H](CO)O1,0.2,5.9
COc1ccc(NC(=O)N(C)C[C@H]2Oc3cc(-c4ccc(C)cc4)ccc3S(=O)(=O)N([C@@H](C)CO)C[C@H]2C)cc1,-0.9,-16.9
COc1ccc(CNC(=O)N(C)C[C@H]2OCc3ccccc3-c3ccccc3C(=O)N([C@@H](C)CO)C[C@H]2C)cc1,-4.1,6.3
CO[C@H]1CN(C)C(=O)c2ccc(NC(=O)c3ccc(F)cc3)cc2OC[C@H](C)N(C(=O)CN(C)C)C[C@H]1C,0.0,13.5
CC(C)NC(=O)N(C)C[C@H]1Oc2c(NS(=O)(=O)c3ccc(Cl)cc3)cccc2C(=O)N([C@@H](C)CO)C[C@H]1C,nt,-2.1
C[C@H](CO)N1C[C@H](C)[C@@H](CN(C)C(=O)c2cc(-c3ccccc3)on2)OCc2cnnn2CCCC1=O,1.7,2.5
COc1ccc(NC(=O)Nc2ccc3c(c2)[C@H]2C[C@H](CC(=O)NC4CCCC4)O[C@@H](CO)[C@H]2O3)cc1,-0.2,-1.1
Cc1nc(SCC(=O)NCc2ccco2)c2c(C)c(C)sc2n1,-0.5,23.1
C[C@@H]1CN([C@@H](C)CO)S(=O)(=O)c2ccc(C#CC3CC3)cc2O[C@@H]1CN(C)Cc1cncnc1,-5.3,-9.5
C[C@@H]1CCCCO[C@@H](CN(C)C)[C@@H](C)CN([C@@H](C)CO)C(=O)c2cc(NS(=O)(=O)c3ccc(F)cc3)ccc2O1,nt,6.0
C[C@@H]1CCCCO[C@H](CN(C)C(=O)Nc2ccc(F)cc2)[C@H](C)CN([C@@H](C)CO)C(=O)c2cc(NC(=O)Nc3ccc(F)cc3)ccc2O1,2.6,nt
Cc1cc(Cl)ccc1NC(=O)CN(c1ccc(Cl)c(Cl)c1)S(C)(=O)=O,0.1,-1.8
CO[C@@H](CN(C)Cc1ccc(-c2ccccn2)cc1)[C@H](C)CN(C(=O)Nc1ccc(F)cc1)[C@@H](C)CO,-0.1,5.0
COc1ccccc1N1C(=O)CC(Sc2nccc(C)n2)C1=O (stereo not given),0.2,nt
O=S1(=O)N=C(N(CCO)c2ccc(Cl)cc2)c2ccccc21,-0.3,6.6
C[C@@H]1CN([C@@H](C)CO)C(=O)c2cc(NC(=O)Cc3ccccc3)ccc2O[C@@H](C)CCCCO[C@@H]1CN(C)C(=O)Nc1cccc2ccccc12,4.4,nt
CC(C)c1cn(CC[C@H]2CC[C@H](NC(=O)C3CC3)[C@H](CO)O2)nn1,-0.2,4.5
C[C@H](CO)N1C[C@H](C)[C@H](CN(C)S(C)(=O)=O)Oc2ncc(C#Cc3ccccc3F)cc2C1=O,-0.6,-6.3
CC(C)NC(=O)N(C)C[C@@H]1Oc2ccc(NS(=O)(=O)c3cccs3)cc2CC(=O)N([C@@H](C)CO)C[C@@H]1C,2.7,nt
C[C@@H]1CN([C@@H](C)CO)C(=O)c2cc(C#C[C@@H](C)O)cnc2O[C@H]1CN(C)Cc1ccc(-c2ccccc2)cc1,-0.6,-12.7
COc1ccc(C(=O)Nc2ccc3c(c2)OC[C@@H](C)N(C)C[C@H](C)[C@H](OC)CN(C)C3=O)cc1,0.3,1.7
COc1ccc(CN(C)C[C@H]2Oc3c(NC(=O)C4CCCCC4)cccc3C(=O)N([C@H](C)CO)C[C@@H]2C)cc1,2.4,0.4
Cc1nnc(SCC(=O)Nc2ccccc2C(=O)c2ccccc2)s1,0.3,15.3
COc1ccc(-c2cc(C(F)(F)F)c(C#N)c(SCC(=O)Nc3ccccc3F)n2)cc1,0.1,3.8
COc1cccc(-c2ccc3c(c2)O[C@H](CN(C)C(=O)C2CC2)[C@H](C)CN([C@H](C)CO)S3(=O)=O)c1,nt,7.6
CO[C@H](CN(C)C(=O)c1cnccn1)[C@@H](C)CN([C@@H](C)CO)S(=O)(=O)c1ccc(F)cc1,0.1,-5.9
C[C@@H]1CN([C@@H](C)CO)C(=O)c2cccc(NC(=O)C3CCOCC3)c2O[C@H]1CN(C)Cc1ccc(C(=O)O)cc1,nt,-5.0
CC(C)n1c(SCCC(=O)O)nc2ccccc21,0.3,17.0
C[C@H](CO)N1C[C@H](C)[C@H](CN(C)C(=O)Nc2ccccc2)Oc2ccc(NS(=O)(=O)c3ccc(Cl)cc3)cc2CC1=O,0.9,2.8
Cc1ccc(S(=O)(=O)Nc2ccc3c(c2)C(=O)N([C@@H](C)CO)C[C@H](C)[C@@H](CN(C)S(=O)(=O)c2ccccc2)O3)cc1,-0.8,nt
COc1ccc(S(=O)(=O)N(C)C[C@H]2Oc3c(NC(=O)NC4CCCCC4)cccc3C(=O)N([C@@H](C)CO)C[C@H]2C)cc1,-0.4,nt
O=C(CN1CCOCC1)NCC[C@@H]1CC[C@H](NC(=O)Cc2ccccn2)[C@@H](CO)O1,0.0,3.9
CO[C@H]1CN(C)C(=O)c2ccc(NC(=O)Nc3cc(F)ccc3F)cc2OC[C@H](C)NC[C@H]1C,0.3,-3.9
C[C@H](CO)N1C[C@H](C)[C@H](CN(C)S(=O)(=O)c2ccc(F)cc2)Oc2ccc(NS(=O)(=O)c3cn(C)cn3)cc2C1=O,0.9,nt
CO[C@H]1CN(C)C(=O)c2cc(NC(=O)c3cccc(F)c3)ccc2OC[C@H](C)N(CC2CC2)C[C@H]1C,-0.5,17.5
COc1ccc(S(=O)(=O)Nc2ccc3c(c2)C(=O)N([C@@H](C)CO)C[C@@H](C)[C@H](CN(C)S(=O)(=O)c2cn(C)cn2)O3)cc1,-3.3,nt
COc1cccc(S(=O)(=O)Nc2ccc3c(c2)[C@@H]2C[C@@H](CC(=O)N4CCCCC4)O[C@H](CO)[C@@H]2O3)c1,-0.3,2.7
COc1ccc(Cl)cc1NC(=O)Cn1c(=O)oc2ccccc21,0.0,4.7
COc1ccc(S(=O)(=O)Nc2cccnc2)cc1C(=O)O,0.2,-11.2
Cc1ccc(S(=O)(=O)Nc2ccc3c(c2)CC(=O)N([C@@H](C)CO)C[C@H](C)[C@H](CN(C)C)O3)cc1,-0.1,-3.3
Cc1noc(C)c1NC(=O)N(C)C[C@H]1Oc2ccc(NC(=O)NC3CCCCC3)cc2CC(=O)N([C@@H](C)CO)C[C@@H]1C,1.7,nt
CCOc1cc(OCC)cc(C(=O)N[C@@H](Cc2ccc(-n3cc(COc4ccccc4/C=C(C)/C=C/C(=O)NO)nn3)cc2)C(=O)OC)c1,nt,-25.4
C[C@@H]1CN([C@H](C)CO)C(=O)Cc2cc(NC(=O)Nc3ccc4c(c3)OCO4)ccc2O[C@H]1CN(C)Cc1ccc2c(c1)OCO2,-0.4,-26.6
COc1ccccc1S(=O)(=O)N(C)C[C@H]1OCc2ccccc2-c2ccccc2C(=O)N([C@@H](C)CO)C[C@@H]1C,-1.0,2.8
O=C(Nc1ccccc1F)N[C@@H]1CC[C@H](CCNC(=O)C2CCOCC2)O[C@@H]1CO,0.2,0.8
C[C@@H]1CN([C@@H](C)CO)C(=O)c2cc(-c3ccc(F)cc3)cnc2O[C@H]1CN(C)C(=O)Nc1ccc(F)cc1,-0.3,-4.3
COc1ccc(NC(=O)Nc2ccc3c(c2)C(=O)N([C@H](C)CO)C[C@H](C)[C@H](CN(C)C(=O)Nc2ccc4c(c2)OCO4)O3)cc1,0.2,nt
COc1ccc(S(=O)(=O)Nc2cccc3c2O[C@@H](CN(C)S(=O)(=O)c2ccc(C)cc2)[C@H](C)CN([C@H](C)CO)C3=O)cc1,1.2,nt
COc1nnc(-c2ccc(N3CCOCC3)c(NC(=O)COc3ccc(C)cc3)c2)c2ccccc12,1.2,11.6
CCCN(C)C[C@@H]1Oc2cc(C#Cc3ccccc3OC)ccc2S(=O)(=O)N([C@H](C)CO)C[C@@H]1C,0.1,-31.4
CN(C)CC#Cc1cccc(-c2nc(C(=O)N3CCN(C)CC3)cc3c2[C@@H](CCO)N(S(=O)C(C)(C)C)C3)c1 (stereo not given in full),0.2,1.4
C[C@H](CO)N1C[C@H](C)[C@H](CN(C)C(=O)NC2CCCCC2)Oc2cc(C#Cc3cccc(F)c3)ccc2S1(=O)=O,-0.2,9.3

# Sorted by molecular weight (highest first): 7 of the compounds above
SMILES,IDH1 mut inh,EZH2 inh
C[C@H](CO)N1C[C@H](C)[C@H](CN(C)S(=O)(=O)c2ccc(F)cc2)Oc2ccc(NS(=O)(=O)c3cn(C)cn3)cc2C1=O,0.9,nt
COc1ccc(S(=O)(=O)N(C)C[C@H]2Oc3c(NC(=O)NC4CCCCC4)cccc3C(=O)N([C@@H](C)CO)C[C@H]2C)cc1,-0.4,nt
Cc1noc(C)c1NC(=O)N(C)C[C@H]1Oc2ccc(NC(=O)NC3CCCCC3)cc2CC(=O)N([C@@H](C)CO)C[C@@H]1C,1.7,nt
COc1ccccc1S(=O)(=O)N(C)C[C@H]1OCc2ccccc2-c2ccccc2C(=O)N([C@@H](C)CO)C[C@@H]1C,-1.0,2.8
COCC#Cc1cnc2c(c1)C(=O)N([C@@H](C)CO)C[C@H](C)[C@@H](CN(C)C(=O)Nc1cc(F)ccc1F)O2,nt,10.0
C[C@@H]1CN([C@@H](C)CO)S(=O)(=O)c2ccc(C#CC3CC3)cc2O[C@@H]1CN(C)Cc1cncnc1,-5.3,-9.5
CO[C@H]1CN(C)C(=O)c2ccc(NC(=O)Nc3cc(F)ccc3F)cc2OC[C@H](C)NC[C@H]1C,0.3,-3.9

# Carrying on.
SMILES,IDH1 mut inh,EZH2 inh
COCC(=O)N1C[C@@H](C)[C@H](OC)CN(C)C(=O)c2cc(NC(=O)c3ccccc3)ccc2OC[C@H]1C,-0.4,-18.7
O=c1oc2ccccc2cc1-c1csc(Cc2nc(-c3ccc(Cl)cc3)cs2)n1,0.1,-0.4
O=C(Cc1cccnc1)N[C@H]1CC[C@H](CCNS(=O)(=O)c2ccccc2Cl)O[C@@H]1CO,-0.1,-3.1
CCCN(C)C[C@@H]1Oc2ncc(-c3ccccc3OC)cc2C(=O)N([C@H](C)CO)C[C@H]1C,-0.4,-21.1
C[C@@H]1CN([C@H](C)CO)C(=O)c2cc(NS(=O)(=O)c3ccc(Cl)cc3)ccc2O[C@@H]1CN(C)C(=O)Nc1ccc2c(c1)OCO2,1.7,nt
C[C@H]1CN([C@@H](C)CO)C(=O)c2cc(-c3ccncc3)cnc2O[C@@H]1CN(C)C(=O)c1ccncc1,nt,18.7
CCS(=O)(=O)Nc1ccc2c(c1)C(=O)N(C)C[C@@H](OC)[C@@H](C)CN(CCC(F)(F)F)[C@@H](C)CO2,0.0,-2.2
CC(C)NC(=O)N(C)C[C@H]1OCCCC[C@@H](C)Oc2ccc(NC(=O)Cc3ccccc3)cc2C(=O)N([C@@H](C)CO)C[C@@H]1C,-5.6,-13.1
Cc1ccc(NCC(O)CSc2nc3c(cc2C#N)CCCC3)cc1 (stereo not given),0.4,9.0
CCC(=O)N(C)C[C@H]1Oc2ncc(-c3ccc(F)cc3)cc2C(=O)N([C@@H](C)CO)C[C@@H]1C,-0.2,-4.9
CCC(=O)Nc1ccc2c(c1)OC[C@@H](C)N(C(=O)Nc1ccccc1F)C[C@@H](C)[C@H](OC)CN(C)C2=O,0.5,-0.2
CC(=O)N[C@H]1CC[C@@H](CCNC(=O)C2CCCC2)O[C@@H]1CO,0.2,2.2
O=C(C[C@H]1C[C@H]2c3cc(NC(=O)CC4CC4)ccc3O[C@H]2[C@H](CO)O1)NCc1ccc2c(c1)OCO2,-0.1,0.0
C[C@@H]1CN([C@H](C)CO)C(=O)Cc2cc(NS(=O)(=O)c3ccc(F)cc3)ccc2O[C@H]1CN(C)S(=O)(=O)c1ccc(F)cc1,0.4,nt
CO[C@@H]1CN(C)C(=O)c2cc(NC(=O)c3ccccc3)ccc2OC[C@H](C)NC[C@@H]1C,0.3,3.4
Cc1ccccc1-c1ccc2c(c1)O[C@H](CN(C)C(=O)C1CC1)[C@H](C)CN([C@H](C)CO)S2(=O)=O,-0.7,7.3
C[C@@H]1CN([C@@H](C)CO)C(=O)c2cc(NC(=O)Nc3cccc4ccccc34)ccc2O[C@H]1CN(C)S(=O)(=O)c1cn(C)cn1,-37.1,nt
O=C(COc1ccc2ccccc2c1)Nc1ccc(O)cc1C(=O)O,-0.2,-5.4
O=C(Nc1ccc2c(c1)[C@@H]1C[C@H](CC(=O)N3CCc4ccccc4C3)O[C@H](CO)[C@@H]1O2)C1CCOCC1,0.8,2.0
CNC[C@H]1Oc2cc(C#CC3(O)CCCC3)ccc2S(=O)(=O)N([C@H](C)CO)C[C@@H]1C,-0.4,-0.8
COCC(=O)Nc1ccc2c(c1)OC[C@H](C)N(Cc1ccncc1)C[C@H](C)[C@H](OC)CN(C)C2=O,0.1,-11.3
